Source: PubChem (National Center for Advancing Translational Sciences (NCATS))
JMJD2A Tudor inh: JMJD2A Tudor domain (human) inhibition; AlphaScreen JMJD2A-Tudor / H3K4me3 peptide binding; 390,000 tested, 4.4% active; Potency, µM (doses to about 114 µM), without a hit: top-dose activity change, negative = inhibition, hits mostly inhibitors; O75164; note: % is set by controls: 0 for no effect and ±100 for the full control effect; nearly all actives have a fitted effect of over 50% in size
G9a block: inhibitors of human histone lysine methyltransferase G9a; 350,000 tested, 8.8% active; G9a H3K9 monomethylation, AlphaScreen, 2 h; AID 504332; Potency, µM (doses to about 102 µM), for the others: at the top dose activity, negative = inhibition, hits mostly inhibitors; note: % is set by controls: 0 for no effect and ±100 for the full control effect; nearly all actives have a fitted effect of over 75% in size
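G9a (20 nM) preincubated 15 min RT with compounds, then 500 nM biotinylated H3K9 peptide and 20 uM SAM added; 2 h RT reaction. Monomethyl-H3K9 product detected by AlphaScreen with anti-H3K9me1 antibody, streptavidin donor and anti-rabbit IgG acceptor beads.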
Pin1 inhibitor: inhibitors of human Pin1; Q13526; Pin1 FP peptide displacement, HiFluor488, 10 min; Potency, µM (series often up to 115 µM), for inactives: top-dose activity, negative = inhibition, usual class: inhibitors; 390,000 tested, 0.009% active; AID 504891; active = well fitted inhibition curve with a large enough effect in the polarisation, with a control signal flat, not every such curve was filed as active; inconclusive = small, poorly fitted or top-dose-only effect, or effect the other way, or a change in a side signal; inactive = no such curve, though single readings can be large or run the other way; the % refers to the polarisation; note: % is set by controls: 0 for no effect and ±100 for the full control effect
GLS inh: inhibitors of human glutaminase (GLS); AID 624170; GLS enzymatic activity, qHTS titration; O94925; 410,000 tested, 0.21% active; Potency, µM (titrated, usually from 45.5 µM), for inactives: at the top dose activity change, negative = inhibition, usual class: inhibitors; note: % is set by controls: 0 for no effect and ±100 for the full control effect
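Assay buffer: 45 mM KH2PO4 pH 8.2, 0.02% Tween-20. hKGA acts on L-glutamine (1 mM solution added); product glutamate is reported by an oxidase/peroxidase Amplex Red coupling, with fluorescence taken at baseline and 30 min.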
BAZ2B inh: BAZ2B (human) inhibition. AID 504333. Q9UIF8. Potency, µM (doses to about 114 µM), inactives show top-dose activity change, negative = inhibition, hits mostly inhibitors. 360,000 tested, 4.4% active. AlphaScreen BAZ2B-H3K14Ac peptide displacement; note: % is set by controls: 0 for no effect and ±100 for the full control effect; nearly all actives have a fitted effect of over 60% in size
Target sequence (Q9UIF8 whole entry, looked up): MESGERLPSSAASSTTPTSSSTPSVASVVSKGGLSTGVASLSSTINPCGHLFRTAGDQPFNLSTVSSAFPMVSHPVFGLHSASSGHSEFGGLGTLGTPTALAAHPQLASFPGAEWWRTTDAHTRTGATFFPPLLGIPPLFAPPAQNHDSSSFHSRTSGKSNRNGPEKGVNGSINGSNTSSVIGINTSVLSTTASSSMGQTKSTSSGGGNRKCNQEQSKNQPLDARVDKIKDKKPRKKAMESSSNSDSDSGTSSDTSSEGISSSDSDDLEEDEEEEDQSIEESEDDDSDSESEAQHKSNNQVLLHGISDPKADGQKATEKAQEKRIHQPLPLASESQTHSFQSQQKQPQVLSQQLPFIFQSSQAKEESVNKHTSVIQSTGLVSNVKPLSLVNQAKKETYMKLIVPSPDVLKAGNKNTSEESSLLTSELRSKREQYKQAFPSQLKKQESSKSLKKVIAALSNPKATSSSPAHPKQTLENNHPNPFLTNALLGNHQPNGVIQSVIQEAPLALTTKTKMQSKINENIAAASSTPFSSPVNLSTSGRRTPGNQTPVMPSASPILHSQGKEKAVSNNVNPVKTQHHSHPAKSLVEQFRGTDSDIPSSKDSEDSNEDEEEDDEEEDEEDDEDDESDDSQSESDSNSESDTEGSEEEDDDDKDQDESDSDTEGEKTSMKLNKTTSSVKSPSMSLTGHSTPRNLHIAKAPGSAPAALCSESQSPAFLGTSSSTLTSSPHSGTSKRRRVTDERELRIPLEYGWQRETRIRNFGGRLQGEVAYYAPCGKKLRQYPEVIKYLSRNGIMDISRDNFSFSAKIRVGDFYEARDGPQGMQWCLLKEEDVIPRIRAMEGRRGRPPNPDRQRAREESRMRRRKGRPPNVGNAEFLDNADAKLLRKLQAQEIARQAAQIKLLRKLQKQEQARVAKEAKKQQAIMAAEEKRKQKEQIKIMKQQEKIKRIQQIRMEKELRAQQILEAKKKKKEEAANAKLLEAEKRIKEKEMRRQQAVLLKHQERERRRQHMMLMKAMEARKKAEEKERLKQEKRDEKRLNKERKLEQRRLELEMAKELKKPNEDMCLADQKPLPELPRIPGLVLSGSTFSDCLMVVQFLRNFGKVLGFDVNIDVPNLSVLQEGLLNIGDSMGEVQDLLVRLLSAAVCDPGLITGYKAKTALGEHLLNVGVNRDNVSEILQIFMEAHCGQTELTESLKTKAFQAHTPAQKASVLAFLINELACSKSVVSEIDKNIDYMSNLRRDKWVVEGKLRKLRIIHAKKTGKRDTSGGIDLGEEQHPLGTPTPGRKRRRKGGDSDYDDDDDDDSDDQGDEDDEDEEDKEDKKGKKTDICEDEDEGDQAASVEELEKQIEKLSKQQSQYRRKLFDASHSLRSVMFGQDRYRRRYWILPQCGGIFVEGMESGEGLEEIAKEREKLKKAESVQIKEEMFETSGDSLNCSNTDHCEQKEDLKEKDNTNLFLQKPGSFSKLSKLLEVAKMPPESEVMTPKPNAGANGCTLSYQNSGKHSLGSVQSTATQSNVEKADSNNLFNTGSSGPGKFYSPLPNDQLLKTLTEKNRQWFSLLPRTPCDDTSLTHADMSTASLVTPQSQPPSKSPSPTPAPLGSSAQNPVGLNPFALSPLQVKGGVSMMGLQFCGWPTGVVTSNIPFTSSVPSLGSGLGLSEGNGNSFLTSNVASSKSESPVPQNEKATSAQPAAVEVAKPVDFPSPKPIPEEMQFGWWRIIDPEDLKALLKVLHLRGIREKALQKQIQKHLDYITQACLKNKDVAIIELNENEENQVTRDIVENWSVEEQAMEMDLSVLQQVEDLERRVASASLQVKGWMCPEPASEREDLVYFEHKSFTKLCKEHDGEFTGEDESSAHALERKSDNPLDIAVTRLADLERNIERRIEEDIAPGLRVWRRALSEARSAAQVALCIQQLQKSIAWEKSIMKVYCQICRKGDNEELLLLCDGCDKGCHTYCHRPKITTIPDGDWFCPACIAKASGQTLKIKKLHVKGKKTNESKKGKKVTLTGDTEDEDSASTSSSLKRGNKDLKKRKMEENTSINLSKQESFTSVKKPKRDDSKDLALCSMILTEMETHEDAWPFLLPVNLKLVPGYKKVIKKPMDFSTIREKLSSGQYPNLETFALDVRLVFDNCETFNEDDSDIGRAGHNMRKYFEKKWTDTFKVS
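Compounds, titrated to a top concentration of 110 uM, were incubated 30 min at room temperature with preformed BAZ2B/acetyl-K14 H3 peptide complex (50 nM each). Proximity signal was measured by AlphaScreen after 20 min with beads.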
BLM inh: blocks DNA unwinding by human BLM helicase; Potency, µM (doses to about 56.1 µM), for the others: at the top dose activity change, negative = inhibition, usual class: inhibitors; AID 2528; P54132; 350,000 tested, 0.2% active; recombinant BLM DNA unwinding, fluorescence dequenching;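 note: plate controls were vehicle for no effect and no enzyme for full effect; nearly all actives have a fitted effect of over 35% in size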
HP1b binding inh: HP1-beta chromodomain-methylated histone interaction inhibition. P83916. AlphaScreen HP1-beta / biotin-H3K9me3 peptide binding. 390,000 tested, 0.56% active. Potency, µM (doses to about 114 µM), inactives show at the top dose activity change, negative = inhibition, usual class: inhibitors; note: nearly all actives have a fitted effect of over 70% in size; inactives centre near 23
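HP1-beta protein (50 nM final) preincubated 30 min at room temperature with biotinylated H3(1-18)K9me3 peptide (50 nM) in PBS pH 7.4, 0.01% Tween-20, then compound added for 30 min. AlphaScreen streptavidin donor/nickel chelate acceptor beads (10 ug/mL final), 30 min dark, luminescence read.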
Pol iota inh: DNA polymerase iota (human) inhibition. Q9UNA4. Pol iota fluorescent replication assay, 10 min. Potency, µM (highest dose often 115 µM), inactives show at the top dose activity, negative = inhibition, usual class: inhibitors. 390,000 tested, 1% active
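Fluorescent replication assay read twice, at 0 min and 10 min after adding 50 nM (final) substrate. Enzyme (10 nM) and compounds were first incubated 15 min at room temperature; enzyme-free buffer wells were negative controls.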
Tb PGK inh: blocks T. brucei phosphoglycerate kinase. P07378. AID 602233. Potency, µM (titrated, usually from 57.5 µM), without a hit: at the highest dose activity change, negative = inhibition, actives largely listed as inhibitors. PGK/GAPDH coupled, Kinase-Glo luminescence, 60 min. 380,000 tested, 0.043% active; note: % is set by controls: 0 for no effect and ±100 for the full control effect; nearly all actives have a fitted effect of over 60% in size
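Recombinant glycosomal PGK reaction used 1,3-bisphosphoglycerate generated in-well by GAPDH (100nM final) in 100mM TEA pH 7.6, 5mM MgCl2, 0.01% Tween-20. After 60 minutes at room temperature, ATP was read by Kinase-Glo Plus luminescence end-point.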
An asterisk follows results filed as active; i = inactive; ? = inconclusive; · = not tested or not shown; & = joins results of further samples; [ ] = remark or other dose. Unless noted, calls come from the whole dose curve; as a rule, active = well fitted curve in the direction sought with a large enough effect; inconclusive = small, poorly fitted or top-dose-only effect, or another doubt; inactive = no such curve, though single readings can be large; an effect the other way counts as inactive or inconclusive. Potency is the fitted concentration of half-maximal effect. These rows are one share of the data. The share of hits here may be higher or lower than overall.

The opening 2 entries, to show the layout:
HP1b binding inh | Pin1 inhibitor | G9a block | Pol iota inh | GLS inh | Tb PGK inh | BAZ2B inh | JMJD2A Tudor inh | BLM inh | SMILES
39% | ? | 11%[12.7 µM] | 5% | -11% | -6% | 20% | ? | -3% | Nc1ccc2c(C(F)(F)F)cc(=O)oc2c1
7%[57 µM] | -3% | ? | 19% | 35%[activator] | -5% | -35% | -31% | -1% | COc1ccc(N2CCN(C(=O)c3cc(S(=O)(=O)N4CCCCCC4)cn3C)CC2)cc1

This part in full, repeating the preview:
HP1b binding inh | Pin1 inhibitor | G9a block | Pol iota inh | GLS inh | Tb PGK inh | BAZ2B inh | JMJD2A Tudor inh | BLM inh | SMILES
39% | ? | 11%[12.7 µM] | 5% | -11% | -6% | 20% | ? | -3% | Nc1ccc2c(C(F)(F)F)cc(=O)oc2c1
7%[57 µM] | -3% | ? | 19% | 35%[activator] | -5% | -35% | -31% | -1% | COc1ccc(N2CCN(C(=O)c3cc(S(=O)(=O)N4CCCCCC4)cn3C)CC2)cc1
-7% | ? | -3% | -12% | 8% | -6% | 79µM* | ? | -14% | O=C1NC(=S)S/C1=C/c1ccc(OC(=O)c2ccco2)cc1
30% | -8% | · | -8% | -2% | 0% | · | -5% | · | COc1ccc2c(c1)-c1ccccc1S(=O)(=O)N(C)C2
59%[activator] | -5% | 3% | 14% | 1% | -6% | -16% | -15% | 1% | COC(=O)Cc1[nH]nc2c1C(c1cc(OC)c(OC)c(OC)c1)C(C#N)=C(N)O2 (configuration not stated)
15% | 1% | 8%[59 µM] | 15% | 6% | 5% | -25% | -5% | -1% | COc1cc(O)c2c(c1)COC2=O
1% | 1% | ? | 8% | 25% | -5% | 6% | -28% | -2% | O=C(Nc1ccc(N2CCOCC2)cc1N1CCOCC1)c1cccs1
26% | -1% | 0%[59 µM] | 32% | 9% | -8% | -30% | -24% | 3% | CC(=O)Nc1ccc(S(=O)(=O)Nc2cc(-c3cn4ccccc4n3)ccc2C)cc1
30% | -4% | 0% | 1% | -5% | -9% | -15% | -7% | -6% | Cn1c(CCn2ccccc2=O)nc2cc(NC(=O)COc3ccccc3)ccc21
7% | 0% | · | 32%[activator] | 5% | -6% | 1% | -18% | -6% | O=C(Cc1cccc2ccccc12)NNC(=O)Nc1ccc(Cl)cc1
2% | -14% | 11% | -9% | 39%[activator] | -4% | -17%[57.1 µM] | -30% | 0% | COc1ccc(N2CCN(C(CNC(C)=O)c3ccc4c(c3)OCO4)CC2)cc1 (configuration not stated)
12% | -5% | 3% | 31%[activator] | -1% | -11% | -1% | -16% | -2% | CCOC(=O)N1CCN(C(=O)CN(C)S(=O)(=O)c2ccc3c(c2)c(=O)n(C)c(=O)n3C)CC1
27% | -4% | 4.5µM* | 71%[activator] | 10% | 9% | ? | -18% | -10% | COCCCn1c(=S)[nH]c2sc3c(c2c1=O)CCCS3
55%[activator] | 3% | ? | 58%[activator] | -1% | -3% | -10% | -24% | -6% | CCOc1ccc2nc(CN3CCN(Cc4ccccc4OCC)C(CCO)C3)ccc2c1 (configuration not stated)
27% | -6% | -1%[59 µM] | 9% | 14% | -4% | -6% | -16% | -2% | CCCC(=O)NC(=S)Nc1ccc(N2CCOCC2)c(Cl)c1
20% | -5% | ? | ? | 5%&-2% | -3% | ? | 79µM* | 1%&-8% | CN1CCCN(C(c2ccccc2)c2ccc(Cl)cc2)CC1 (configuration not stated)
13% | ? | · | -6% | -2% | 8% | -7% | -19% | -1% | Cc1ccc(NC(=O)CCC(=O)N2CCC(C)CC2)c([N+](=O)[O-])c1
14% | -5% | -14%[0.501 µM] | 4% | -2% | -6% | 3% | -23% | · | COC(=O)CCCCC(=O)OC
-20% | 35%[activator] | -50%[59 µM] | 1% | 1% | -5% | ? | ? | -9% | CC1(C)Cc2c(sc3c2c(=N)n(Cc2ccco2)c(=O)n3Cc2ccc(F)cc2)CO1
40%[activator] | -3% | 19%[59 µM] | ? | 5% | 1% | 4% | -2% | -5% | CS(=O)(=O)N1CCc2cc(C(=O)Nc3ccc(Cl)cc3)ccc21

Continuation.
HP1b binding inh | Pin1 inhibitor | G9a block | Pol iota inh | GLS inh | Tb PGK inh | BAZ2B inh | JMJD2A Tudor inh | BLM inh | SMILES
-11% | -6% | ? | -9% | -9% | -5% | -10% | 18µM* | 1% | CCOC(=O)N1CCC(N2CCN(S(=O)(=O)c3ccc(OC)cc3)CC2)CC1
28% | 0% | -7% | 14% | 4% | -1% | 5% | -17% | -4% | CC(=O)c1cccc(NC(=S)NC(=O)Cc2ccc(Cl)cc2)c1
17% | 8% | ? | 9% | -14% | -6% | -31% | -34% | -10% | CCOC(=O)c1cc(C)n(CC2CCC(C(=O)Nc3ccccc3OC)CC2)c1C (configuration not stated)
19% | -1% | · | ? | -2% | -2% | · | -23% | · | CC(=O)N1CCC(N(CCN2CCOCC2)C(=O)Nc2ccc(Cl)c(Cl)c2)CC1
28% | -1% | -2% | -15% | 0% | -10% | 4% | -7% | 31%[activator] | COc1ccc(/C(C)=N/NC2=NCCN2)cc1Cl
41%[activator] | -2% | 2% | -6% | 2% | i | 25% | 8% | -3% | COc1ccc(C(=O)NC(C)CCc2ccccc2)c(OC)c1 (configuration not stated)
17% | -2% | -22%[59 µM] | 8% | 7% | 9% | -5% | -10% | -1% | COc1ccc2c(c1)c1c(c(=O)n(-c3ccc(C)cc3)c(=O)n1CC(=O)Nc1cc(C)ccc1C)n2C
39% | -3% | · | 24% | -6% | 0% | · | 4% | · | CCN1C(=O)NC(c2ccccc2)(c2ccccc2)C1=O
33% | -8% | 79µM* | 28µM* | -29% | -2% | 50µM* | -34% | -16% | Cc1nnc(SCC(=O)Nc2ccc(S(=O)(=O)Nc3ccc(Cl)nn3)cc2)s1
54%[activator] | ? | 3%[59 µM] | 4% | -3% | 6% | -2% | 4% | 1% | Cc1ccc(NC(=O)CSc2nc(-c3ccc(F)cc3)nc3c2Cc2c(CO)cnc(C)c2O3)cc1C
13% | -4% | 11%[59 µM] | -6% | -3% | 0% | -8% | 3% | -3% | Cc1ccc(C2=NN(CCC(=O)NC3CCCC3)C(=O)CC2)cc1
4% | 2% | ? | 40%[activator] | 0% | 16% | -6% | -24% | -3% | CCN(CC(=O)Nc1cccc(C#N)c1)CC(=O)Nc1cccc(OC)c1
? | ? | 32µM* | 22µM* | ? | -10% | 45µM* | 79µM* | -3% | COc1cc(/C=C2\SC(=Nc3ccc(Cl)c(C(=O)O)c3)NC2=O)c(Br)c(Br)c1O
33% | -6% | ? | 33%[activator] | -2% | 3% | -24% | -7% | -6% | CC(=O)c1ccc(NC(=O)C(C)Sc2ccccn2)cc1 (configuration not stated)
38% | 1% | 8.9µM* | 21% | 18% | 5% | 36%[activator] | 1% | · | O=C(CSc1nnc(Nc2ccccc2F)s1)NC1CCCC1
8% | 0% | 7%[59 µM] | ? | -4% | -10% | -9% | -14% | -8% | O=C(Nc1ccc2c(c1)oc1ccccc12)c1ccc(Br)o1
49%[activator] | 58%[activator] | ? | ? | 4% | -6% | ? | -26% | -3% | Nc1ccc(N=Nc2ccc(N)cc2)cc1
7% | -6% | -32% | 12% | -4% | -4% | 7% | -10% | · | CC(Sc1nnc(C2CC2)n1C)C(=O)Nc1ccc(N2CCOCC2)cc1 (configuration not stated)
51%[activator] | -1% | 1% | -5% | 4% | -3% | -32% | -18% | -5% | COC(=O)c1ccc(/C=C/c2c(-c3ccc(OC)cc3)oc3ccc(N4CCOCC4)cc23)cc1
5% | 20% | -3% | 73%[activator] | 1% | -15% | -8% | -12% | -2% | COc1cccc(NC(=O)CSc2nc3c([nH]c4ccccc43)c(=O)n2C)c1

Taken from above.
Pin1 inhibitor result of `CCOC(=O)N1CCC(N2CCN(S(=O)(=O)c3ccc(OC)cc3)CC2)CC1` reads -6%
G9a block result of `COc1cccc(NC(=O)CSc2nc3c([nH]c4ccccc43)c(=O)n2C)c1` reads -3%
G9a block result of `COC(=O)c1ccc(/C=C/c2c(-c3ccc(OC)cc3)oc3ccc(N4CCOCC4)cc23)cc1` reads 1%

New compounds follow.
HP1b binding inh | Pin1 inhibitor | G9a block | Pol iota inh | GLS inh | Tb PGK inh | BAZ2B inh | JMJD2A Tudor inh | BLM inh | SMILES
45µM* | -1% | ? | -6% | 24% | 0% | 18µM* | 56µM* | -2% | Cc1ccc(-n2nc(C)c3c2OC(N)=C(C#N)C3c2ccco2)cc1 (configuration not stated)
45%[activator] | -7% | · | 10% | 13% | i | -12% | -4% | -1% | COCCCNC(=S)NNC(=O)c1cc(-c2ccncc2)nc2ccccc12
11% | 3% | -2%[59 µM] | 7% | 13% | 1% | -2% | -11% | -1% | CCOC(=O)c1c(S(=O)(=O)N2CCCC(C(=O)NCc3ccc(Cl)cc3)C2)c(C)n(C)c1C (configuration not stated)
8% | 4% | 45µM* | 26% | 0% | -9% | -6% | -26% | -1% | CCOc1ccc(CCNC(=O)c2oc3c(c2C)-c2[nH]ncc2CC3)cc1OCC
43%[activator] | -5% | 5%[59 µM] | 9% | 2% | -3% | 10% | 1% | 1% | O=C(COC(=O)CN1C(=O)C2CCCCC2C1=O)Nc1ccc(S(=O)(=O)N2CCOCC2)cc1 (configuration not stated)
13% | 6% | 56µM* | 23% | 8% | -1% | ? | -17% | -4% | CSc1ccc(CN(C)C(=O)c2cc(Cl)c3c(c2)OCCO3)cc1
-3% | -181% | -15%[59 µM] | 45µM* | 6% | · | ? | -28% | 13µM* | N#CC(C#N)=C1C=C2C=C(N3CCCCCC3)CCC2CC1 (configuration not stated)
13% | 0% | 12% | 88%[activator] | 1% | i | -14% | -13% | -9% | CC(C)n1c(NCCO)nc2ccccc21
38%[activator] | 0% | 47% | -3% | -2% | i | -21% | -12% | -10% | CC(=O)Nc1cccc(NC(=O)COC(=O)C2CC3CCCC(C2)C3=O)c1 (configuration not stated)
42%[activator] | -7% | -16%[12.7 µM] | 30%[activator] | -5% | -1% | 5% | 26% | -3% | CCN(CC)S(=O)(=O)c1ccc(Cl)c(C(=O)OC)c1
13% | 6% | 5% | 15% | 2% | -3% | -2% | 0% | 1% | O=C(NC1CCCC1)C1CCC(CNS(=O)(=O)c2cccs2)CC1 (configuration not stated)
